AID inh = activation induced cytidine deaminase inhibition. Q9GZX7. AID deamination FRET fluorescence, UDG-coupled, 4 h. Potency, µM (top dose mostly 115 µM), for the others: at the highest dose activity change, negative = inhibition, most hits filed as inhibitors. 91,000 compounds, 0.32% hits; note: nearly all actives have a fitted effect of over 25% in size
Target sequence (Q9GZX7 whole entry, looked up): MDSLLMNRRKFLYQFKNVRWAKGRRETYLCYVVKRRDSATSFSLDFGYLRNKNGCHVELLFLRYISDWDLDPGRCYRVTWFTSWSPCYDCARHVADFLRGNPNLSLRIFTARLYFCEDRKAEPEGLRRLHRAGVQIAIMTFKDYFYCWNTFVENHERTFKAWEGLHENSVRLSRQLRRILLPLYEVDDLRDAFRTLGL
UDG counterscr = blocks uracil-DNA glycosylase in AID counter-screen; FRET deamination/UDG coupled assay, UDG read, 4 h; Potency, µM (titrated, usually from 115 µM), inactives show at the top dose activity change, negative = inhibition, usual class: inhibitors; 91,000 compounds, 0.14% hits; AID 1347430; note: nearly all actives have a fitted effect of over 65% in size
* = called active by the depositor; ? = inconclusive; & = joins results of further samples; [ ] = another dose, or the depositor's remark. Calls come from the whole dose curve; as a rule, active = well fitted curve in the direction sought with a large enough effect; inconclusive = small, poorly fitted or top-dose-only effect, or another doubt; inactive = no such curve, though single readings can be large; an effect the other way counts as inactive or inconclusive. % is set by controls: 0 for no effect and ±100 for the full control effect; potency is the fitted concentration of half-maximal effect. An excerpt; rates above refer to the full screens.

| mol | AID inh | UDG counterscr |
| --- | --- | --- |
| O=C(CSc1nc2cc(Cl)ccc2s1)Nc1ccc(F)cc1 | -2% | 0% |
| COC(=O)c1cc2oc3ccccc3c2n1CC(=O)Nc1ccc(OC)c(OC)c1 | 1% | ? |
| Cc1cc(Cl)ccc1OCCCc1n[nH]c(=S)n1Cc1ccco1 | -8% | 1% |
| Cn1c(=O)c2c(nc(NCc3ccccc3)n2Cc2cccc(Br)c2)n(C)c1=O | -23% | -11% |
| Cc1ccccc1CN1CCCN(CC(=O)Nc2ccc(F)cc2)S1(=O)=O | 0% | -2% |
| O=C(/C=C/Sc1ccccc1)Nc1ccccc1 | -6% | -4% |
| O=C(COc1ccccc1F)OCc1cc(=O)n2nc(C3CCCCC3)sc2n1 | 4%&53% | -5%&21% |
| COc1cc(NC(=O)Cn2c(=O)n(-c3ccccc3)c(=O)c3c4c(sc32)CCCC4)cc(OC)c1 | 7% | -5% |
| COc1cc(F)ccc1NC(=O)c1ccc2ccccc2n1 | -6% | 0% |
| CCOc1ccccc1NC(=O)Cc1coc2c(C)c(C)ccc12 | -27% | -17% |
| CCOC(=O)CSc1nc2cc3c(cc2c(=O)n1CCCCCC(=O)NCc1ccc2c(c1)OCO2)OCO3 | 11% | -12% |
| COc1ccc(NC(=O)CCc2ncc(-c3ccccc3F)o2)cc1Cl | -8% | -10% |
| Cc1ccc(C)c(N(C)S(=O)(=O)c2ccc3oc(=O)ccc3c2)c1 | -8% | 2% |
| CCOCCc1nn2c(=O)cc(COC(=O)c3cccc(C)c3)nc2s1 | 59%[activator] | 7% |
| CCC(=O)Nc1c(-c2cc(=O)oc3ccc(Cl)cc23)oc2ccccc12 | 8% | -1% |
| CCCNc1c(NC(=O)C2CC(=O)N(c3ccccc3)C2)c(=O)oc2ccccc12 (stereo not given) | -7% | 1% |
| CC(=O)Nc1ccc(-c2csc(-c3ccccc3C)n2)cc1 | 2% | 0% |
| CCOC(=O)c1ccc(NC(=O)CSc2nc(-c3ccc(OC)cc3)cc(C(F)(F)F)c2C#N)cc1 | 14% | -1% |
| CCCN(CCC)CCCNC(=O)C1CCC(CNS(=O)(=O)c2cccc3nsnc23)CC1 (stereo not given) | 49%[activator][57.5 µM] | 2%[57.5 µM] |
| CN(Cc1ccccc1)CC(C#N)C(O)c1ccccn1 (stereo not given) | 24% | 4% |

Single entries from above.
COC(=O)c1cc2oc3ccccc3c2n1CC(=O)Nc1ccc(OC)c(OC)c1 in AID inh = 1%
O=C(/C=C/Sc1ccccc1)Nc1ccccc1 in UDG counterscr = -4%
CCCN(CCC)CCCNC(=O)C1CCC(CNS(=O)(=O)c2cccc3nsnc23)CC1 (stereo not given) in UDG counterscr = 2%[57.5 µM]
O=C(CSc1nc2cc(Cl)ccc2s1)Nc1ccc(F)cc1 in UDG counterscr = 0%
CCOc1ccccc1NC(=O)Cc1coc2c(C)c(C)ccc12 in UDG counterscr = -17%
COc1cc(F)ccc1NC(=O)c1ccc2ccccc2n1 in UDG counterscr = 0%

Additional entries follow.
| mol | AID inh | UDG counterscr |
| --- | --- | --- |
| COc1ccccc1N1CCN(C(=O)c2ccc(Nc3nc4ccccc4n4nnnc34)cc2)CC1 | -5% | ? |
| O=C(COc1ccc2c(c1)CCC2)NC1CCS(=O)(=O)C1 (stereo not given) | 13% | 7% |
| CCOc1ccc(OCC)c(NC(=O)CN(C)S(=O)(=O)c2ccc3c(c2)CCCC(=O)N3)c1 | 15% | 6% |
| CCCNC(=O)c1ccccc1-c1ncc(-c2ccccc2)o1 | 0% | -10% |
| Cc1cccc(Cn2c(=O)n(CCCCC(=O)NCc3ccc4c(c3)OCO4)c(=O)c3ccccc32)c1 | 19% | 1% |
| COc1ccc(/C=C2\Oc3cc(OS(C)(=O)=O)ccc3C2=O)cc1OC | -2% | 0% |
| COc1ccc(Cl)cc1N(C)C(=O)c1cc2c(=O)oc3ccc(C)cc3c2s1 | -17% | -3% |
| COc1ccc(-n2nc(C(=O)N3CCCC(C)C3)c3c4ccccc4n(C)c3c2=O)cc1 (stereo not given) | -29% | 0% |
| CCCOc1ccc(-c2nc3ccc(Br)cc3c(=O)o2)cc1 | 12% | 3% |
| COc1ccc(CNC(=O)c2oc3c(c2C)-c2nn(Cc4ccccc4Cl)cc2CC3)cc1 | -14% | -19%[57.5 µM] |
| CCC(=O)N1CCc2cc(S(=O)(=O)NC(Cc3ccccc3)C(=O)Nc3ccccc3C)ccc21 (stereo not given) | 19% | -5% |
| CCOc1ccccc1-c1cc(C(=O)O)c2ccccc2n1 | 6% | 0% |
| COc1ccc(CNC(=O)c2ccc3c(c2)CCN3S(=O)(=O)c2ccc(Cl)cc2)cc1 | -13% | 8% |
| COc1ccc2c(CNCc3cccs3)c(C(=O)O)n(Cc3ccccc3C)c2c1 | 4% | 13% |
| COc1cccc(OCc2nc3ccccc3n2Cc2ccccc2)c1 | ? | -17% |
| Cc1cccc(NC(=S)NN)c1 | -15% | ? |
| CC(C)n1ncc2cc(NC(=O)CCc3ncc(-c4ccccc4F)o3)cnc21 | 4% | -2% |
| Cc1oc(-c2ccccc2)nc1CC(=O)NCC1(N2CCOCC2)CCCCC1 | -3% | -4% |
| COc1ccc(Cl)cc1NC(=O)Cn1c(C)cc(=O)n2nc(-c3cccs3)nc12 | 2% | 1% |
| Cc1ccc(C)c(N2CCN(C(=O)CN3C(=O)COc4ccc(S(=O)(=O)N5CCC(C)CC5)cc43)CC2)c1 | -24% | -5% |

Profiles, quoted from the list. Screens in order: AID inh, UDG counterscr
COc1ccc(CNC(=O)c2ccc3c(c2)CCN3S(=O)(=O)c2ccc(Cl)cc2)cc1 in the list: -13%, 8%
COc1ccc(CNC(=O)c2oc3c(c2C)-c2nn(Cc4ccccc4Cl)cc2CC3)cc1 in the list: -14%, -19%[57.5 µM]
CC(C)n1ncc2cc(NC(=O)CCc3ncc(-c4ccccc4F)o3)cnc21 in the list: 4%, -2%
COc1ccc(Cl)cc1N(C)C(=O)c1cc2c(=O)oc3ccc(C)cc3c2s1 in the list: -17%, -3%

Next part.
| mol | AID inh | UDG counterscr |
| --- | --- | --- |
| CN1CCN(c2ccccc2NC(=O)c2cccs2)CC1 | -3% | -4% |
| Cn1c(=O)c2[nH]c(-c3ccc(S(=O)(=O)O)cc3)nc2n(C)c1=O | -1% | -8% |
| O=C1CN(C(=O)c2cc(-c3ccccc3)nc3ccccc23)CCN1 | 0% | -2% |
| COc1cccc(C(=O)NN2CC(O)=C(c3nc(-c4ccc(Br)cc4)cs3)C2=N)c1 | -12% | -9% |
| CCC(=O)N1CCc2cc(S(=O)(=O)CCC(=O)N3CCN(c4cccc(C)c4)C(C)C3)ccc21 (stereo not given) | -30% | -6% |
| O=C1CN(C(=O)c2ccc(S(=O)(=O)N3CCCC3)cc2)C(c2ccccc2)c2cc(Br)ccc2N1 (stereo not given) | -8% | -4% |
| Cc1nc2sccn2c(=O)c1CCN1CCC(=C(c2ccc(F)cc2)c2ccc(F)cc2)CC1 | ? | -15% |
| CN1CCN(C(=O)CN2CCN(C(C(=O)O)c3cn(CC(=O)O)c4cc(F)ccc34)CC2)CC1 (stereo not given) | 12% | 6% |
| CCn1cnnc1SCC(=O)c1[nH]c(C)c(C(=O)OC)c1C | 2% | 5% |
| CCCN1C(=O)c2[nH]nc(-c3ccc(F)cc3)c2C1c1ccc(O)c(OCC)c1 (stereo not given) | -3% | 4% |
| Cc1ccc(C(=O)N2CCCc3cc(C(=O)NCCC(C)C)ccc32)cc1 | -15% | 2% |
| CC(C)c1ccc(/C=C(/C#N)C(=O)Nc2cccc3ncccc23)cc1 | ? | -4% |
| Cc1ccc(CCNC(=O)c2ccc(CSCc3ccccc3C)o2)cc1 | ? | -6%[57.5 µM] |
| CCOC(=O)C(C#N)C(N)=O (stereo not given) | -6% | -7% |
| COCCCNC(=O)c1[nH]c2cc(OC)ccc2c1Sc1ccc(C)cc1 | 6% | 4% |
| O=[N+]([O-])c1cc(S(=O)(=O)Nc2ccccc2)ccc1N/N=C/c1c(F)c(F)c(F)c(F)c1F | 8% | -4% |
| CCn1c(=O)c(C(=O)Nc2cc(OC)c(OC)c(OC)c2)nc2ccccc21 | 21% | -2% |
| O=C(O)c1cnc(/C=C/c2csc(-c3ccccn3)n2)s1 | 36%[activator] | 2% |
| CCn1c(SCc2nc(-c3ccccc3C)oc2C)nc2c(=O)[nH]cnc21 | -9% | -10% |
| CC1CCc2c(sc(NC(=O)C(C)C)c2C#N)C1 (stereo not given) | 3% | 7% |
| CN(C)c1ccc(C(=O)/C=C/c2ccccn2)cc1 | -9% | 7% |
| COc1ccc(CNc2ncnc3onc(C)c23)cc1 | -1% | -1% |
| CCOC(=O)c1sc(NC(=O)c2nc3ncccn3n2)c(C(=O)OC(C)C)c1C | -4% | 3% |
| COc1cc(NC(=O)c2nn(-c3ccc(F)cc3)c(=O)n(C)c2=O)cc(OC)c1OC | 12% | -6% |
| CCc1ccc(CNc2ncnc3c2nc2n3CCCC2)cc1 | -4% | 7% |
| CCN1CCN(C(=O)c2ccc3c(c2)N(Cc2cc(C)ccc2C)C(=O)c2ccccc2S3=O)CC1 (stereo not given) | -9% | -11% |
| N#C/C(=C/c1ccncc1)C(=O)NCCc1ccccc1 | 0% | 2% |
| O=C(c1ccc(Cl)c(S(=O)(=O)N2CCCCCC2)c1)N1CCN(c2ccccn2)CC1 | -20% | 3% |
| Cc1ccccc1Cn1c(SCc2ccc(C(=O)NC(C)c3ccccc3)cc2)nc2ccncc21 (stereo not given) | -15% | -4% |
| CC(C)CCNc1nc2ccccc2nc1NS(=O)(=O)c1ccc(F)cc1 | -9% | -1% |
| COc1ccc(-c2cc(C)no2)cc1S(=O)(=O)N1CC(C)Oc2ccccc21 (stereo not given) | -8% | -5% |
| CCC1CCCCN1C(=O)Cn1c(=O)n(CC2CCC(C(=O)NC)CC2)c(=O)c2sccc21 (stereo not given) | 7% | 6% |
| FC(F)(F)c1cccc(CSc2nc(-c3cccs3)cc(C(F)(F)F)n2)c1 | -12% | -6% |
| COc1cccc(CNC(=O)c2ccc3c(c2)nnn3C2CCCC2)c1 | -1% | -5% |
| CSc1nn(Cc2cccc(F)c2)c(N(C(C)=O)C(C)=O)c1S(=O)(=O)c1ccccc1 | ? | -17% |
| Cc1cc(=O)c(C(=O)OCC#N)nn1-c1cccc(C(F)(F)F)c1 | -2% | -6% |
| COc1ccccc1-n1cnnc1SCC(=O)NC(C)c1ccc(-c2ccccc2)cc1 (stereo not given) | -9% | -4% |
| Fc1ccc(CNc2ncnc3onc(-c4ccc(F)cc4)c23)cc1 | ? | -17% |
| Cc1ccc(CC(=O)N(Cc2nc(-c3ccc(C)cc3)no2)C(C)C)cc1 | ? | -12% |
| CCN(Cc1ccccc1)C(=O)Cn1cc(S(=O)(=O)Cc2cccc(Cl)c2)c2ccccc21 | ? | 46%[activator] |
| CNC(=O)c1ccc(N(Cc2ccc(C)cc2)S(C)(=O)=O)cc1 | -16% | 23% |
| CC(N(C)CC(=O)NC(C)(C#N)C(C)C)C(C)(C)C (stereo not given) | 1% | 11% |
| COc1ccccc1/C=C/C=C(/C#N)c1nc2ccccc2[nH]1 | 2% | -8% |
| CC(C)(C)NC(=O)/C(=C/c1ccc(-c2ccc(Cl)cc2)o1)NC(=O)c1ccc(Cl)cc1 | -6% | 1% |
| N#CC1(NC(=O)Cc2c[nH]c3cc(F)ccc23)CCC1 | -4% | -3% |
| COC(=O)c1ccc(NC(=O)CCc2c(C)nn(-c3ccc(N4CCCC4)nn3)c2C)cc1 | 8% | 0%[57.5 µM] |
| Cn1cccc1C(=O)c1ccc(Cl)cc1 | -2% | 3% |
| O=c1ccn([C@@H]2O[C@H](COP(=O)(O)OP(=O)(O)O)[C@@H](O)[C@H]2O)c(=O)[nH]1 | 12% | 1% |
| CCCOc1cccc(-c2cc(C(=O)O)c3ccccc3n2)c1 | 1% | -1% |
| COCCCNS(=O)(=O)c1ccc(N2CCCCS2(=O)=O)cc1 | -11% | 8% |
| O=C(Nc1cc2c(cc1C(=O)c1ccccc1)OCCO2)c1ccc(Br)cc1 | 16% | -1%[57.5 µM] |
| CC(C)c1ccc(NC(=O)c2ccc[n+]([O-])c2)cc1 | 6% | -1% |
| Cc1ccc(/C=C/c2onc(C)c2S(=O)(=O)N2CCC(C(=O)NCc3ccc(N(C)C)cc3)CC2)cc1 | 2% | -2% |
| COc1ccc(C(=O)Nc2nc3nc(C)c(Cl)c(=O)n3[nH]2)cc1 | -6% | -5% |
| Cc1nn(-c2ccc3nncn3n2)c2c1C(c1c(F)cccc1F)CC(=O)N2 (stereo not given) | 3% | 4% |
| CCCCNC(=O)c1ccc2c(=O)n(Cc3ccc(OC)cc3)c(=O)[nH]c2c1 | 0% | -3% |
| CCOC(=O)c1nc(Nc2ccccc2C)c2ccccc2n1 | 3% | 5% |
| CCCCOC(=O)COc1ccc2c(=O)c(-c3ccccc3OC)coc2c1 | -5% | -6% |
| CC(C)(C)NC(=O)C1CC1 | 0% | 0% |
| O=C(OCC1CCCO1)c1ccc2c(c1)N(Cc1ccccc1)C(=O)c1ccccc1S2(=O)=O (stereo not given) | -29% | 7% |

Following part.
| mol | AID inh | UDG counterscr |
| --- | --- | --- |
| CCCn1nc(C(=O)NC2CCN(C(C)C)CC2)c2ccccc2c1=O | 4% | 6% |
| CC(C)(C)CC(=O)C(C#N)C(=O)Nc1ccccc1Cl (stereo not given) | -2% | 9% |
| O=C(COC(=O)c1cccc([N+](=O)[O-])c1)c1ccc(Cl)cc1 | 13% | -11% |
| Cc1sc2ncn(CC(=O)NC3CCCc4ccccc43)c(=O)c2c1-c1ccccc1 (stereo not given) | -10% | -1% |
| O=C(Nc1cccc(S(=O)(=O)N2CCCCC2)c1)c1ccc(OCc2cn3ccccc3n2)cc1 | -5% | -10% |
| CCc1ccc(NS(=O)(=O)c2ccc(OC)c3ncccc23)cc1 | 0% | -8% |

Screening data: PubChem, National Center for Advancing Translational Sciences (NCATS)
